KLK5 inh – human KLK5 protease inhibitors, primary screen, biochemical, 1536-well; Kallikrein-5 (Homo sapiens), Q9Y337; recombinant hK5, fluorogenic AMC substrate cleavage; inhibition, % at 5 µM; 0.59% of 210,000 active; AID 873, 2007;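 active = inhibition of 40% or more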;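 note: 0% = enzyme controls without compound and 100% = no-enzyme blanks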
Target sequence (Q9Y337 67-293 limits assumed): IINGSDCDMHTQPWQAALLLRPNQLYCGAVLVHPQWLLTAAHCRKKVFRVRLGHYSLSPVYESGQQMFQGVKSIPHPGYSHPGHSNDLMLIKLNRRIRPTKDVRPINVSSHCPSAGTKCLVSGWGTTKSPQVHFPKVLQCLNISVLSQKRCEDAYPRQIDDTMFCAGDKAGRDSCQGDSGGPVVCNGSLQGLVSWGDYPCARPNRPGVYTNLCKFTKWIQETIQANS
FXIIa inh – human FXIIa protease inhibitors, primary screen, biochemical, 1536-well. inhibition, % at 5 µM. 0.3% of 220,000 active. purified FXIIa, Boc-QGR-AMC fluorogenic substrate, 2 h; in the data active = inhibition above about 40%;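 note: 0% = enzyme with no compound and 100% = blank without enzyme; many of its hits are not listed in these tables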
FXIa inh – human FXIa protease inhibitors, primary screen, biochemical, 1536-well; Coagulation factor XI (Homo sapiens), P03951; purified FXIa, Boc-Glu-Ala-Arg-AMC fluorogenic substrate; inhibition, % at 5 µM; 0.14% of 220,000 active;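 active = inhibition of at least 40%; inactive = inhibition below 40%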;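 note: fluorescence of freed AMC excited at 355 nm; 0% = enzyme without compound and 100% = no enzyme blank; many of its hits are not listed in these tables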
p97 ATPase inh – inhibitors of human p97 ATPase, primary screen, biochemical; Transitional endoplasmic reticulum ATPase (Homo sapiens), P55072; inhibition, % at 8 µM; 0.42% of 220,000 active; AID 1481, 2009; recombinant p97 ATPase, Kinase-Glo ATP luminescence, 3 h; in the data active = inhibition above about 15%;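 note: 0% = DMSO vehicle and 100% = wells lacking enzyme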
Target sequence (P55072 whole entry, looked up): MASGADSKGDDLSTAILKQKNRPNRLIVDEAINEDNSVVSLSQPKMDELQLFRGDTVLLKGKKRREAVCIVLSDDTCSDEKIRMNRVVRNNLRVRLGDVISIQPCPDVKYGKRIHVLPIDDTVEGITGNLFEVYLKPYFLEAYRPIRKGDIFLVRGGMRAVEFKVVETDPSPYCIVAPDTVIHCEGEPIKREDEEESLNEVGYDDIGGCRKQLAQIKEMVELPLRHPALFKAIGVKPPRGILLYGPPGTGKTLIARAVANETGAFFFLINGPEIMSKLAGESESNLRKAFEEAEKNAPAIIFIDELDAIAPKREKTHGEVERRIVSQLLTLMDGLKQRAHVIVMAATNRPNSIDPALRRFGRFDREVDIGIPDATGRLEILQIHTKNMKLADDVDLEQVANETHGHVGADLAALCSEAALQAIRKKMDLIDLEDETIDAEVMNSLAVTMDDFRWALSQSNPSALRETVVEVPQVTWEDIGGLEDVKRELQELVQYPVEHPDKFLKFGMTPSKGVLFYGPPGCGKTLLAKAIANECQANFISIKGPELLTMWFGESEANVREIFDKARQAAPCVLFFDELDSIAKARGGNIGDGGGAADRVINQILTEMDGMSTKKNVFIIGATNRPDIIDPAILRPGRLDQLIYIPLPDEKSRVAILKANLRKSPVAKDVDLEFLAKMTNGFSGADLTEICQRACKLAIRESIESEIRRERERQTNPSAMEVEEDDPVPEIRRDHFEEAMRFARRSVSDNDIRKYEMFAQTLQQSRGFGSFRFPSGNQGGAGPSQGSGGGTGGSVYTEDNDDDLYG
Cl transport mod – KCC2 cotransporter modulators, thallium flux, primary screen, cell-based, HEK293 KCC2, FluoZin-2 fluorescence, MLSMR. Solute carrier family 12 member 5 (Homo sapiens), Q9H2X9. KCC2 cells, thallium flux FluoZin-2 fluorescence. B-score of Tl+ flux slope (higher = more flux/activation; lower = inhibition) at 10 µM. 2.2% of 190,000 active. AID 1456, 2008;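 active = thallium flux slope and its plate-corrected score both differing from the plate sample mean at a set confidence after two filtering rounds, in either direction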;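 note: slope of fluorescence scaled to starting intensity during 10 to 20 s after thallium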
Thrombin inh – human alpha-thrombin inhibitors, primary screen, counter-screen for coagulation protease inhibitor project, biochemical, 1536-well, fluorogenic AMC substrate; Prothrombin (Homo sapiens), P00734; AID 1046, 2008; 0.26% of 220,000 active; Boc-VPR-AMC fluorogenic substrate cleavage; inhibition, % at 5 µM;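 active = inhibition at or above 40%; inactive = inhibition below 40%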;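 note: 0% = enzyme with no compound and 100% = wells without enzyme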
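Material: human alpha-thrombin protein. Incubation: reaction at ambient temperature. Technique: fluorescence of released AMC, ex 355 nm, em 460 nm. Control set: no-compound enzyme wells and no-enzyme blanks. Also added: Boc-VPR-AMC substrate, 15 µM final. Buffer or medium: pH 7.5 Tris (50 mM) with NaCl 150 mM, Tween 20 0.05%.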
Wee1 degr inh – Wee1 degradation inhibitors, primary screen, cell-based, HeLa, Wee1K328M-luciferase, luminescence; Wee1-like protein kinase (Homo sapiens), P30291; HeLa Luc-Wee1K328M stability; 100% = proteasome inhibitor MG132 effect; reporter increase, % at 5 µM; 1.2% of 220,000 active; AID 1321, 2008;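 active = activation above the mean of all tested compounds plus 3 SD, set per screening run, cut at about 8.8% in these data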;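 note: cells exposed to compound for 20 h before luminescence read; 0% = DMSO alone and 100% = MG132 at 30 µM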
Furin inh – human furin inhibitors, primary screen, biochemical, fluorescence intensity; 0.061% of 220,000 active; P09958; inhibition, % at 30 µM; AID 463115, 2010; purified furin, fluorogenic substrate cleavage; in the data active = inhibition above about 25%; note: inactives centre near -15
PERK inh – block of dimerizer-induced PERK translation repression, primary screen, PERK inhibitor project, CHO PERK-DD cells, SEAP luminescence, HTS | Eukaryotic translation initiation factor 2-alpha kinase 3 (Homo sapiens), Q9NZJ5 | CHO PERK-DD fusion, SEAP luminescence translation reporter | inhibition, % at 5.6 µM | 0.17% of 220,000 active | AID 1416, 2008;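 active = inhibition above the mean inhibition of all tested compounds plus 3 SD, set separately per screening campaign, cut at about 2.9% in these data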;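 note: PERK kinase domain activated by AP20187 dimerizer at 100 nM; 0% = DMSO with dimerizer and 100% = rapamycin at 8.4 µM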
The depositor's hits bear a star; nt = no result given; [ ] = remark or other dose. No enrichment for hits; any-hit rate near 4.4%.

SMILES	KLK5 inh	FXIIa inh	FXIa inh	p97 ATPase inh	Cl transport mod	Thrombin inh	Wee1 degr inh	Furin inh	PERK inh
C=CCN=C(CC)C1=C(O)CCCC1=O	-10	9	2	4	0.82	-5	-1	-23	0.9
O=C(Nc1cccc2ccccc12)c1cc2c(cc1Br)OCO2	1	7	1	2	0.49	4	2	-17	-0.9
Cc1nc2ccccn2c1C(=O)c1ccccc1	-8	11	-1	3	0.048	-3	-1	-23	0.4
Cc1occc1C(=O)NCCCCNC(=O)c1ccoc1C	-15	7	0	2	nt	-2	0	-9[20 µM]	0.8
O=C(NCc1ccccn1)C(=O)N/N=C/c1ccc2c(c1)OCO2	1	8	2	7	0.16	-6	1	2	0.9
COC(=O)C1=C(CSc2nc3c(cc2C#N)CN(C)CC3)OC(N)=C(C#N)C1c1ccccc1F (centres undefined)	-7	11	5	5	0.084	-4	1	-20[20 µM]	1.0
COc1ccc2[nH]c3c(=O)n(/N=C/[C@H]4C(C)C=C(C)CC4C)c(=O)[nH]c3c2c1 (some centres undefined)	-7	19	19	3	0.0059	-6	1	-27	0.0
COc1ccc(/C=N/NC(=O)c2cccc([N+](=O)[O-])c2)cc1OS(=O)(=O)c1ccc(C)cc1	6	11	5	2	-0.9	5	-2	-23[20 µM]	-0.8
O=C1CN(S(=O)(=O)c2ccccc2C(F)(F)F)CCN1	-7	4	-3	5	0.54	-11	-2	-19	0.2
CCCCCCC(=O)N1C/C=C\C(c2ccc(OC)cc2)N(Cc2ccc(F)cc2)C(=O)[C@H]1Cc1ccccc1 (some centres undefined)	7	10	1	nt	-0.99	3	nt	-1	nt
CCN(CC)S(=O)(=O)c1ccc(OC)c(NC(=S)Nc2cccc(C)c2)c1	-16	9	6	7	-0.4	-9	2	-5	0.6
O=C(NCc1ccccn1)Nc1ccc(Cl)c(Cl)c1	7	-1	-5	0	0.79	-6	1	-3[20 µM]	-0.5
Cc1ccc(/C=C(\CCC(=O)O)c2nc3ccccc3s2)cc1[N+](=O)[O-]	-10	9	2	0	-6.9*	-7	-1	-8	0.8
CCOC(=O)c1ccc(Nc2ncccc2[N+](=O)[O-])cc1	-2	7	-4	4	1.5	-3	5	3	-0.6
Nc1ccc(S(=O)(=O)c2ccc(N)c(N)c2)cc1	-3	5	-2	5	0.79	-8	-2	-26	1.1
Cc1ccc(OCc2nnc(SCC(=O)NC3CCCCC3)n2C)cc1	-10	16	6	nt	nt	3	nt	nt	nt
Cc1cc(N2CC(C)OC(C)C2)nc(C(C)C)n1 (centres undefined)	3	11	0	1	-0.4	0	0	-19	1.2
Cc1ccc2[nH]cc(CCNC(=O)c3ccc([N+](=O)[O-])cc3)c2c1	2	9	6	5	nt	-6	0	-16	1.1
COc1ccc(CC(CC(=O)O)C(=O)Nc2ccccc2)cc1 (centres undefined)	-15	5	-13	7	-0.0069	-3	3	-21	-0.2
CNCc1nc2ccccc2[nH]1	1	4	-2	0	-0.87	-4	1	-23	0.4

Reformatted comma-delimited: entries from further up.
molecule,KLK5 inh,FXIIa inh,FXIa inh,p97 ATPase inh,Cl transport mod,Thrombin inh,Wee1 degr inh,Furin inh,PERK inh
Cc1nc2ccccn2c1C(=O)c1ccccc1,-8,11,-1,3,0.048,-3,-1,-23,0.4
O=C(NCc1ccccn1)Nc1ccc(Cl)c(Cl)c1,7,-1,-5,0,0.79,-6,1,-3[20 µM],-0.5

Going on with the list:
SMILES	KLK5 inh	FXIIa inh	FXIa inh	p97 ATPase inh	Cl transport mod	Thrombin inh	Wee1 degr inh	Furin inh	PERK inh
CC1(C)SC(=S)N(c2ccccc2)C1/[N+]([O-])=C/c1cccc([N+](=O)[O-])c1 (centres undefined)	3	8	7	6	nt	-1	2	-16	0.3
Cc1ccc(/C=C2\SC(=S)N(C(Cc3ccccc3)C(=O)O)C2=O)cc1 (centres undefined)	-12	8	5	-2	-3.5*	-1	-2	5	0.8
Cc1ccc(S(=O)(=O)N2CCN(C(=O)Cn3nc(C(=O)O)c4ccccc4c3=O)CC2)cc1	-8	1	-6	-1	-0.79	-2	4	-6	0.2
CN=C(c1ccco1)n1c(=S)nc(-c2ccco2)n(C)c1=S	-13	3	-6	2	nt	-2	0	-12	0.8
CC(=O)N1N=C(c2ccccc2)CC1c1ccccc1[N+](=O)[O-] (centres undefined)	-14	22	20	0	-0.82	-5	0	-24	1.8
CCCN(C(=O)CN1C(=O)NC2(CCCCCC2)C1=O)C1CCS(=O)(=O)C1 (centres undefined)	12	9	18	1	0.022	0	5	-19	0.1
CC(=O)Nc1ccc(S(=O)(=O)N2CCN(c3cc4c(cc3[N+](=O)[O-])n(C)c(=O)n4C)CC2)cc1	0	16	-9	-4	nt	-4	2	-11[20 µM]	0.7
O=C(OCc1nc2ccccc2[nH]1)C12CC3CC(CC(C3)C1)C2	5	23	9	-4	1.4	3	-2	5[20 µM]	0.6
COc1ccccc1NC(=S)NC1CC2CCC1C2 (centres undefined)	-1	9	-2	2	1.3	-7	3	-24	1.0
CC1CCN(c2ccc(C(=O)O)cc2)CC1	-18	10	-4	-1	-0.063	-2	1	-20	1.8
Cc1noc(C)c1S(=O)(=O)N1CCN(c2ccccc2)CC1	-7	1	-8	-2	nt	-6	1	-13	0.8
CC(C)N(CCn1c(=S)[nH]c2ccccc2c1=O)C(C)C	-15	12	6	-1	1.8	1	-1	-13[20 µM]	1.0
Cc1ccc(-c2nnc(Cc3ccc(Cl)cc3)o2)cc1	12	16	16	-4	-2.5	-4	2	-2	0.7
O=C(OCC(=O)N1CCc2ccccc21)c1nc(Cl)ccc1Cl	5	9	9	-1	-2	2	0	-18	0.0
CCNC(=S)Nc1ccc2cn[nH]c2c1	-6	7	2	4	0.98	-3	-3	-28	0.5
O=C(Cc1ccc([N+](=O)[O-])cc1)c1ccc(O)cc1O	-3	1	-7	-1	-1.7	-15	2	-16	-0.2
O=C1CCCCN1CCc1c[nH]c2ccccc12	-8	13	1	-5	0.49	1	0	-13[20 µM]	-0.5
Cn1c(=O)c2c(nc(NC(Cc3ccccc3)C(=O)O)n2Cc2ccccc2)n(C)c1=O (centres undefined)	6	-4	2	2	0.07	-17	4	-17	0.1
Cc1ccc(-c2csc3nc(C)n(N)c(=O)c23)cc1	-2	4	3	4	0.45	1	0	-35	0.6
N#Cc1c(SCC(=O)O)nc(-c2ccccc2)c2c1CCCC2	8	14	4	2	-2	3	-2	-24[20 µM]	1.2
COc1cc(NC(=O)Cc2nn(C)c(=O)c3ccccc23)cc(OC)c1	-2	0	-1	0	-0.73	-1	0	-14[20 µM]	-1.5
COc1ccc(-c2cc(C(F)(F)F)nc(N3CCOCC3)n2)cc1OC	10	18	8	14	nt	2	1	-28	-0.3
CN(C)S(=O)(=O)c1cc(C(=O)O)c(NC2CCCCC2)cc1Cl	4	2	-2	-2	0.077	-3	1	-8[20 µM]	0.7
C=CCOC(=O)c1cc(-c2ccc(/C=C3\C(=O)NC(=O)C(C#N)=C3C)o2)ccc1Cl	-60	16	2	5	-0.25	4	-1	4[20 µM]	0.7
Cc1ccc(C(=O)OCC(=O)Nc2ccccc2Cl)c(O)c1	-3	2	0	2	0.75	-15	4	11	1.7
O=C(Nc1ccc(Cl)cn1)c1ccc(COCC(F)(F)C(F)F)o1	0	-26	-7	-2	0.36	-13	3	-18[20 µM]	0.4
S=C(NCCc1ccccc1)Nc1ccccn1	-15	14	19	0	-0.012	-5	2	-18	0.6
CC(=O)c1c(C)[nH]c(C(=O)NCc2cccs2)c1C	3	11	-4	2	0.22	-3	1	-14[20 µM]	0.3
CCS(=O)(=O)N1CCN(c2ccc(C(=O)N3CCOCC3)cc2[N+](=O)[O-])CC1	7	13	5	-2	0.26	3	5	-3	0.0
Cc1ccc(-n2cccc2C(=O)NS(=O)(=O)c2ccc(C)cc2)cc1	1	8	1	0	1.1	1	4	-9	0.3
O=C(c1ccc([N+](=O)[O-])cc1)N(Cc1ccccc1)c1ccccn1	3	8	1	-2	-2	1	-2	-17	0.4
Cc1nc2ncnn2c(N2CCCC(C(=O)Nc3ccc4c(c3)CCC4)C2)c1C (centres undefined)	4	10	0	-3	-2.1	3	0	-13	-0.7
Brc1ccc(OCCOCCN2CCOCC2)cc1	-19	15	10	1	nt	-3	0	-18	0.5
CC(C)NS(=O)(=O)c1ccc(OCC(=O)NCc2ccccc2)cc1	-3	31	23	1	nt	3	-2	-6	-0.2
O=c1c2cc(N3CCOCC3)ccc2[nH]c(=S)n1Cc1ccc(Cl)cc1	-9	14	3	-7	2.3	4	2	-14[20 µM]	-1.8
c1ccn2c(SCc3ccc4c(c3)OCCO4)nnc2c1	nt	nt	nt	-4	0.29	nt	-2	-27	0.8
CCOC(=O)c1c(NC(=O)c2cc(C)oc2C)sc(C(=O)Nc2ccc(Cl)cc2)c1C	-3	18	-2	3	nt	6	1	-19[20 µM]	-1.1
COc1ccc(NC2CCN(C3CC(=O)N(c4ccc(F)c(Cl)c4)C3=O)CC2)cc1 (centres undefined)	-1	-12	-10	5	nt	-8	0	-2[20 µM]	0.6
CN(C)C(=O)c1cc(Cl)ccc1Sc1cc(Cl)ccc1Cl	-5	16	2	-7	-1.1	3	0	-10[20 µM]	-1.8
Cc1c(C(=O)Nc2ccc(Cl)cc2)c2ccccn2c1C(=O)c1ccc(F)cc1	-18	19	2	4	-0.29	6	-2	-18[20 µM]	1.6
NC(=O)c1c(NC(=O)COC(=O)c2ccc(S(=O)(=O)Nc3ccccc3)cc2)sc2c1CCCC2	3	10	0	6	0.95	3	2	-23	1.0
COc1ccc(NC(=O)c2c(NC(=O)CNCC(C)C)sc3c2CCC3)c(OC)c1	0	nt	-1	-1	-0.44	-2	-1	-20	0.8
S=c1[nH]nc(CN2CCCCC2)n1-c1ccc(Cl)cc1	-4	6	5	5	-0.16	-7	-2	-15	2.1
CCCc1nn(C)c(C(=O)Nc2ccc(C(C)(C)C)cc2)c1Cl	-12	-6	-7	-6	-0.29	-8	-4	5	1.0
CC(NC(=O)COC(=O)c1cc(NS(=O)(=O)c2ccc(Cl)c([N+](=O)[O-])c2)ccc1O)C1CC2CCC1C2 (centres undefined)	-11	12	5	0	-0.41	-5	2	-26	1.1
Cc1ccc(CNC(=O)COc2ccc(S(=O)(=O)NC(C)C)cc2)cc1	-9	-74	-3	-4	nt	0	2	-12[20 µM]	-0.9
Cc1csc(NC(=O)Nc2cccc(Cl)c2)n1	11	16	8	2	0.8	16	5	-16[20 µM]	-0.5
O=c1cc(-c2cccc([N+](=O)[O-])c2)[nH][nH]1	-16	-2	1	10	0.26	-9	1	0	0.7
COC(=O)CCN(C(=O)c1cc(OC)c(OC)c(OC)c1)c1ccccn1	-3	16	-2	0	nt	3	0	-13[20 µM]	-0.3
NC(=O)COC(=O)c1ccc(C(=O)C(=O)c2ccccc2)cc1	-4	6	3	4	-0.04	30	1	-19	1.3
